# Bioassay records deposited in PubChem by several laboratories.
# hcDAF-12 act: H. contortus DAF-12 nuclear receptor activators, primary screen, cell-based, luminescence, HEK293, lit1-tk-luc reporter; HEK293 hcDAF-12 lit1-tk-luc reporter; 0% DMSO, 100% Δ7-dafachronic acid; activation, % at 6.8 µM; 370,000 compounds, 1.4% hits;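 active = activation above the mean of all tested compounds plus 3 SD, cut at about 5.5% in these data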;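 also: 100% = response to 3 µM Δ7-dafachronic acid high control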
# GAA850 FXN act: FXN promoter activators, primary screen, cell-based, luciferase luminescence, HEK293 lucGAA850; HEK293 lucGAA850 FXN promoter luciferase reporter, 24 h; percent of 10 µM SAHA response; activation, % at 6 µM; 360,000 compounds, 0.56% hits; AID 540364, 2011;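 active = activation above the average of all compounds screened plus 3 SD, cutoff fixed separately per campaign, cut at about 7.5% in these data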;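 also: 0% = DMSO wells and 100% = 10 µM SAHA wells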
# DAX1 inh-1: DAX1 (NR0B1) inhibitors, primary screen, cell-based, HEK293, Gal4-DAX1, luciferase luminescence. Nuclear receptor subfamily 0 group B member 1 (Homo sapiens), P51843. HEK293 Gal4-DAX1 luciferase reporter. inhibition, % at 6.75 µM. 340,000 compounds, 0.99% hits. AID 504766, 2011;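 active = inhibition above the mean over all tested compounds plus 3 SD, cut at about 4.2% in these data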;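 also: 0% = DAX1-transfected cells with DMSO and 100% = empty-vector control cells with DMSO; inhibition shows as a rise in luminescence from relieved DAX1 repression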
# Target sequence (P51843 207-470 limits assumed): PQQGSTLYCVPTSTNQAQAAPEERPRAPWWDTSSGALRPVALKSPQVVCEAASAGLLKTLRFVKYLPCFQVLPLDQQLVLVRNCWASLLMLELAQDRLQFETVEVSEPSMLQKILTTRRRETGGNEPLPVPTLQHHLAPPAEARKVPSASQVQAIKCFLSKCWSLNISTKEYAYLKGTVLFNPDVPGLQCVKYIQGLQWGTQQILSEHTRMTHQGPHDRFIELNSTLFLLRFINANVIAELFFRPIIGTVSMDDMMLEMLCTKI
# DAX1 inh-2: DAX1 (NR0B1) inhibitors on StAR promoter, primary screen, cell-based, luminescence, SF-1 (NR5A1), full-length DAX-1; HEK293T StAR-luciferase reporter, SF-1/DAX-1 repression relief; inhibition, % at 6.8 µM; 370,000 compounds, 1.1% hits; AID 652010, 2013;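 active = inhibition above the mean over all tested compounds plus 3 SD, cut at about 3.6% in these data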;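 also: 0% = DAX-1 cells with DMSO and 100% = cells lacking DAX-1 with DMSO; higher inhibition means more luminescence from relief of DAX-1 repression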
# PG9 Ab binder: binders of HIV-1 gp120 antibody PG9, primary screen, biochemical, TR-FRET. TR-FRET gp120-PG9 antibody binding. inhibition, % at 6.7 µM. 360,000 compounds, 0.43% hits; in the data active = inhibition above about 8.5%
# ADAM17 inh: ADAM17 inhibitors, primary screen, biochemical, QFRET | AID 720648, 2013 | inhibition, % at 6.95 µM | 370,000 compounds, 0.83% hits | recombinant ADAM17, EDANS/DABCYL FRET peptide cleavage;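 active = inhibition above the mean of compounds lying between control limits plus 3 SD, set per campaign, cut at about 8.5% in these data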;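 also: 0% = DMSO-only wells as the low control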
# GC-A act: GC-A stimulated cGMP production enhancers – HEK293 GC-A cells, cGMP TR-FRET, EC30 ANP, primary screen. Atrial natriuretic peptide receptor 1 (Homo sapiens), P16066. 0% at EC30 ANP, 100% saturating ANP. activation, % at 10 µM. 370,000 compounds, 0.14% hits; in the data active = activation above about 40%
# ADAM10 inh: human ADAM10 inhibitors, primary screen, biochemical, QFRET, HTS. recombinant ADAM10, EDANS/DABCYL FRET peptide cleavage, 3 h. inhibition, % at 7 µM. 370,000 compounds, 0.62% hits. Disintegrin and metalloproteinase domain-containing protein 10 (Homo sapiens), O14672;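 active = inhibition above a per-campaign cutoff equal to the mean of compounds falling between control-based bounds plus 3 SD, cut at about 20% in these data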;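 also: 0% = DMSO wells while the 100% control is not disclosed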
# Target sequence (O14672 214-748 limits assumed): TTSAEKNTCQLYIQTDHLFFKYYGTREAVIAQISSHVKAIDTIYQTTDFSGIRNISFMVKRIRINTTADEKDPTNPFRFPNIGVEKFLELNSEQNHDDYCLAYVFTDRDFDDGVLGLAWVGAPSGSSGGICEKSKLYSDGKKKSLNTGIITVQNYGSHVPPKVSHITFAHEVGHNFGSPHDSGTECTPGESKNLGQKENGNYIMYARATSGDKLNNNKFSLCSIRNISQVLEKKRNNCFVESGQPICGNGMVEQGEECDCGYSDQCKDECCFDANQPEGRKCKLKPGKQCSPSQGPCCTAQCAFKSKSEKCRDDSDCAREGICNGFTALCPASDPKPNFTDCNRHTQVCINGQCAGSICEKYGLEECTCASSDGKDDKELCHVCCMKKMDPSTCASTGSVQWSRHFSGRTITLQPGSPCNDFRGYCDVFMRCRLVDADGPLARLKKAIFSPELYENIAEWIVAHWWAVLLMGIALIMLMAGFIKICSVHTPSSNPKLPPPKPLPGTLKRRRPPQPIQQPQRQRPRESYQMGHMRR
# ssDAF-12 act: S. stercoralis DAF-12 nuclear receptor activators, primary screen, cell-based, luminescence, HEK293, GRIP1 co-expression, lit1-tk-luc | Nuclear hormone receptor DAF-12 (Strongyloides stercoralis) | HEK293 ssDAF-12/GRIP1 lit1-tk-luc reporter; % of 3 µM dafachronic acid response | activation, % at 6.8 µM | 370,000 compounds, 1% hits;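 active = activation above the mean over all tested compounds plus 3 SD, cut at about 0.9% in these data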;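 also: 0% = DMSO-only wells and 100% = 3 µM delta7-dafachronic acid wells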
# SMARCA2 activ: SMARCA2 (BRM) function activators, primary screen, cell-based, luminescence, high throughput; 370,000 compounds, 1% hits; MG213 cells, MMTV-luciferase reporter, dexamethasone, overnight; activation, % at 9.1 µM; in the data active = activation above about 7.8%;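 also: 0% = vehicle wells and 100% = reference activator wells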
# hgDAF-12 ag: H. glycines DAF-12 receptor agonists, primary screen, cell-based, luminescence, HEK293, GAL4 fusion, UAS-luciferase; Nuclear hormone receptor DAF-12 (Heterodera glycines), GAL4 fusion; HEK293 GAL4-hgDAF12 UAS-luciferase reporter, agonist luminescence; normalized to butyrate control; activation, % at 6.8 µM; 370,000 compounds, 1.8% hits; AID 687014, 2013;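 active = activation above a cutoff set at the mean of all screened compounds plus 3 SD, cut at about 10% in these data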;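 also: 0% = DMSO wells and 100% = sodium butyrate wells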
# * marks the source's active call; other numbers are inactive results; . = not tested or not shown.
SMILES	hcDAF-12 act	GAA850 FXN act	DAX1 inh-1	DAX1 inh-2	PG9 Ab binder	ADAM17 inh	GC-A act	ADAM10 inh	ssDAF-12 act	SMARCA2 activ	hgDAF-12 ag
Cc1ccc(C(c2c(C)[nH][nH]c2=O)c2c(C)[nH][nH]c2=O)cc1[N+](=O)[O-]	-2.0	0.9	0.8	-0.4	-0.4	-1	4	-5	-1.2	-5	1.8
CCOC(=O)N1CCN(C(=O)c2cc(COc3c(F)cccc3F)on2)CC1	3.1	0.4	1.2	7.8*	-0.9	-3	0	-5	0.8	3	12*
CCCOC(=O)CN1C(=O)c2ccc(C(=O)OCCC)cc2C1=O	-1.0	-0.6	0.4	-0.1	0.5	1	-2	-2	-0.6	1	-0.6
CCN1CCN(C(=O)c2ccc(CS(=O)(=O)Cc3ccccc3F)o2)CC1	0.9	1.5	0.0	0.7	-2.0	-2	2	-2	-1.8	0	-0.6
CS(=O)(=O)N(Cc1nnc(-c2cccs2)o1)c1ccc(Cl)cc1F	0.8	-0.4	0.4	-0.5	0.0	0	-4	2	-0.9	-1	0.1
Cc1cccnc1NC(=O)Nc1cccc2ccccc12	0.9	1.5	-0.1	-0.2	-2.3	-62	-8	-203	-0.6	2	1.1
NS(=O)(=O)c1ccc(CCNS(=O)(=O)c2cccc(C(=O)O)c2)cc1	1.2	-0.4	-0.8	-0.7	-2.6	-3	2	15	-1.2	3	0.2
Cc1cccc(NC(=S)NC2CC3CCCC(C2)N3CC(C)C)c1 (centres undefined)	-0.3	-0.8	-0.7	1.0	-1.6	0	-6	6	-0.9	3	-0.8
CCCN(C(=O)C(NC(=O)c1ccccc1)C(C)C)c1c(N)n(Cc2ccccc2)c(=O)[nH]c1=O (centres undefined)	2.8	-1.8	-0.4	-1.1	-0.2	-4	2	-9	-1.0	-2	2.3
COc1ccc(OC)c(S(=O)(=O)n2ccc(C)n2)c1	0.6	1.1	-1.3	-0.2	2.9	-4	2	-6	-1.1	-3	-1.0
O=C1NC[C@H](Cc2ccccc2)N(C[C@@H]2CCCN2C[C@H](Cc2ccc(O)cc2)N2C[C@H](Cc3ccccc3)N(CCc3ccccc3)C(=O)C2=O)C1=O	0.7	.	.	0.2	1.1	-5	1	-13	-0.7	5	-2.1
O=c1[nH]cc(NCCNc2ncc(C(F)(F)F)cc2Cl)c(=O)[nH]1	-0.9	3.5	-0.9	0.1	-0.6	1	-6	-2	-0.3	0	-1.1
CC(C)c1cc(CNC(=O)CCc2nnc(CCCc3ccccc3)o2)on1	3.2	0.7	1.3	0.5	-2.1	-1	1	-3	-0.8	4	7.1
CCN(CC(=O)Nc1c(F)cccc1F)C(=O)c1cccc(S(=O)(=O)N2CCN(c3ccccc3)CC2)c1	-2.6	-1.1	-0.8	-3.2	1.5	-5	2	12	-0.9	-2	-2.6
Cc1cccc(C(=O)N[C@H](C(=O)Nc2ccc(S(=O)(=O)NC3=NCCCCC3)cc2)C(C)C)c1	-0.9	1.5	0.7	-0.7	1.6	-1	-2	-7	-1.8	-1	-4.5
Cc1ccc2cc3c(NC(=O)c4ccco4)nn(C)c3nc2c1	-1.4	-1.8	-0.1	-0.6	-8.8	-55	1	-143	-0.7	3	0.8
COCCNC(=O)c1cccc(OC2CCN(C(C)COc3ccccc3)CC2)c1 (centres undefined)	0.2	-2.0	-0.1	-0.8	0.6	-5	3	-7	-1.0	-3	0.4
CCC(=O)N(CCC1(C(C)C)CCOC(C)(C)C1)Cc1ccco1 (centres undefined)	0.1	0.4	0.4	-0.4	-0.5	-3	-2	-7	0.0	0	1.6
Cc1cccc(C(=O)N(Cc2ccco2)c2c(N)n(Cc3ccccc3)c(=O)[nH]c2=O)c1	-2.2	0.2	0.6	0.0	0.1	-6	1	-24	-0.2	0	-1.4
COc1ccc(NC(=O)NNC(=O)COc2ccc3ccccc3c2)cc1	-1.0	1.6	0.6	0.3	-0.5	-1	0	-5	-0.6	-1	0.2
CCOC(=O)C1(C)CCCN(C(=O)c2ccc(OC)c(OC)c2)C1 (centres undefined)	1.1	0.5	.	-0.8	0.7	-4	3	-4	-1.1	2	-1.3
Cc1ccc(Sc2ccc(/C=N/O)cc2[N+](=O)[O-])cc1	-2.0	2.1	-0.7	-1.0	0.2	9.7*	3	27*	-1.2	-1	1.6
COc1ccc(NC(=O)Nc2ccccc2C(=O)N2CCCC2)cc1OC	-0.6	.	.	1.1	.	-2	0	-12	-1.0	-5	-1.7
FC(F)(F)c1cccc(Cc2noc(CN3CCC(N4CCCCC4)CC3)n2)c1	-1.0	1.4	0.4	0.7	-2.5	0	-2	3	-1.4	-2	1.4
Cc1ccc(NC(=O)CSc2nnnn2C2CC2)cc1S(=O)(=O)N1CCOCC1	-0.3	1.1	1.2	-2.2	-0.2	-3	2	-2	-0.8	-3	-0.3
Cc1ccc(S(=O)(=O)NNC(=O)c2ccc(O)cc2)cc1	-1.1	-0.5	-0.3	0.1	-2.4	0	2	-1	-0.3	-1	1.3
CCn1nc(C(=O)OCC(=O)c2ccc(F)cc2)c2ccccc2c1=O	-0.6	-1.3	0.7	-0.1	0.9	-4	4	-4	-1.4	-1	-3.2
Cn1c(N)c(C(=O)N/N=C/c2ccccc2)sc1=S	1.7	0.1	-1.1	-0.6	-0.2	1	4	-8	-1.5	-1	1.5
CCOC(=O)c1c2c3c(cccc3[nH]c1=O)C(=O)c1ccccc1-2	-1.7	0.5	2.0	-0.6	-1.7	-4	33	-1	-1.0	5	1.0
COc1ccc(C(=O)Cn2cc([N+](=O)[O-])nc2C)cc1	-1.5	1.3	0.3	-0.1	-0.7	0	4	-1	-1.3	-2	-1.3
Cc1ccc(S(=O)(=O)C2(S(=O)(=O)c3ccc(C)cc3)CC2)cc1	-1.1	-0.7	0.7	-0.6	1.6	0	1	-2	-1.5	-3	-2.1
O=C(C[n+]1cccc(C(=O)Nc2ccccc2)c1)c1ccc(Cl)cc1	1.3	.	.	-0.2	-0.3	-1	0	0	0.2	0	2.6
Nn1c(SCC(=O)NCCC2=CCCCC2)nnc1-c1cccnc1	0.7	2.9	-0.6	-0.6	-0.8	0	1	-2	-1.0	-4	1.7
COc1ccccc1NC(=O)CSc1ccc2nnc(-c3ccncc3)n2n1	-2.5	-0.9	0.3	0.5	-0.6	-1	-7	-6	-1.6	-1	0.5
Clc1ccc2c(N/N=C/c3ccccc3Br)ccnc2c1	-2.4	-1.2	0.0	-0.3	0.7	-3	-2	-13	-0.9	-2	-3.5
COc1ccccc1Oc1ccccc1[N+](=O)[O-]	2.3	0.5	1.5	1.8	-1.9	-38	0	-103	0.1	10.0*	9.0
COc1ccc(S(=O)(=O)N2CCC3CC2c2cc(N4CCOCC4)ccc23)cc1 (centres undefined)	-0.9	-1.4	-1.6	2.2	-1.2	1	-2	4	-0.8	3	-0.4
O=C(CNC(=O)c1ccccc1Cl)NCC(c1cccs1)N1CCOCC1 (centres undefined)	0.2	-0.1	1.5	-0.7	0.4	0	-1	-4	-1.5	-1	0.1
COc1ccc(Cc2nnc(SCc3nc4ccccc4c(=O)[nH]3)o2)cc1	2.3	2.0	-0.2	0.7	-1.2	-3	-13	-7	-1.3	3	2.1
O=C(O)c1ccc(/C=C/c2nc3ccccc3c(=O)[nH]2)cc1	0.4	-0.1	2.4	0.0	-0.3	-1	1	-6	-0.7	-2	0.1

# Profiles, quoted from the list. Values in the order: hcDAF-12 act | GAA850 FXN act | DAX1 inh-1 | DAX1 inh-2 | PG9 Ab binder | ADAM17 inh | GC-A act | ADAM10 inh | ssDAF-12 act | SMARCA2 activ | hgDAF-12 ag
# `Clc1ccc2c(N/N=C/c3ccccc3Br)ccnc2c1` is listed as -2.4 | -1.2 | 0.0 | -0.3 | 0.7 | -3 | -2 | -13 | -0.9 | -2 | -3.5
# `O=C(O)c1ccc(/C=C/c2nc3ccccc3c(=O)[nH]2)cc1` is listed as 0.4 | -0.1 | 2.4 | 0.0 | -0.3 | -1 | 1 | -6 | -0.7 | -2 | 0.1
# `COc1ccc(Cc2nnc(SCc3nc4ccccc4c(=O)[nH]3)o2)cc1` is listed as 2.3 | 2.0 | -0.2 | 0.7 | -1.2 | -3 | -13 | -7 | -1.3 | 3 | 2.1
# `O=C(CNC(=O)c1ccccc1Cl)NCC(c1cccs1)N1CCOCC1` (centres undefined) is listed as 0.2 | -0.1 | 1.5 | -0.7 | 0.4 | 0 | -1 | -4 | -1.5 | -1 | 0.1

# Remaining list, next part.
SMILES	hcDAF-12 act	GAA850 FXN act	DAX1 inh-1	DAX1 inh-2	PG9 Ab binder	ADAM17 inh	GC-A act	ADAM10 inh	ssDAF-12 act	SMARCA2 activ	hgDAF-12 ag
Cc1ccc(OCCNC(=O)[C@H]2O[C@@H](n3ccc(N)nc3=O)[C@H](O)[C@@H]2O)cc1C	-0.7	.	.	3.5	1.3	0	3	-2	-0.9	5	1.1
O=[N+]([O-])c1ccc(O)c(C=Nc2cccc3ncccc23)c1	3.1	3.6	1.4	-0.3	-4.3	6	-3	2	-0.9	-2	-1.7
COc1ccc(-c2nn(CCC#N)cc2C=C(C#N)C#N)cc1	-1.6	2.2	3.0	0.1	-1.3	4	5	5	-0.1	-3	3.1
C/C=C/C=C/C(=O)Nc1nccs1	-1.1	1.5	3.7	1.0	-3.3	-2	0	0	-1.4	1	3.1
COc1ccc(NC(=O)CN(C)C(=O)C2CC(=O)N(c3ccc4c(c3)OCCO4)C2)cc1 (centres undefined)	-0.3	0.8	-0.3	-0.3	1.1	-3	4	-2	-0.9	-2	2.8
Cc1ccc(SCc2noc(-c3c(C)noc3C)n2)cc1	0.4	0.6	0.6	0.4	-1.7	-1	-12	-7	-1.9	-2	-1.7
N/C(=N\OC(=O)CCC1CCCC1)c1ccncc1	-0.8	1.1	-0.2	0.3	0.3	0	1	5	-0.5	0	1.8
C[C@H]1CN([C@@H](C)CO)C(=O)CCCn2cc(nn2)CO[C@@H]1CN(C)S(=O)(=O)c1ccc(Oc2ccccc2)cc1	-1.5	-1.1	2.2	-0.8	0.6	-6	-1	-4	-0.2	-4	0.5
